PPARg SRC-3 ag: agonists of human PPARgamma SRC-3 coactivator recruitment; 0.26% of 200,000 active; biochemical PPARgamma/SRC-3 coactivator recruitment assay; activation, % at 8 µM; P37231; in the data active = activation above about 23%;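 also: 0% = DMSO and 100% = reference agonist; some compounds past the cut are filed as inactive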
Target sequence (P37231 whole entry, looked up): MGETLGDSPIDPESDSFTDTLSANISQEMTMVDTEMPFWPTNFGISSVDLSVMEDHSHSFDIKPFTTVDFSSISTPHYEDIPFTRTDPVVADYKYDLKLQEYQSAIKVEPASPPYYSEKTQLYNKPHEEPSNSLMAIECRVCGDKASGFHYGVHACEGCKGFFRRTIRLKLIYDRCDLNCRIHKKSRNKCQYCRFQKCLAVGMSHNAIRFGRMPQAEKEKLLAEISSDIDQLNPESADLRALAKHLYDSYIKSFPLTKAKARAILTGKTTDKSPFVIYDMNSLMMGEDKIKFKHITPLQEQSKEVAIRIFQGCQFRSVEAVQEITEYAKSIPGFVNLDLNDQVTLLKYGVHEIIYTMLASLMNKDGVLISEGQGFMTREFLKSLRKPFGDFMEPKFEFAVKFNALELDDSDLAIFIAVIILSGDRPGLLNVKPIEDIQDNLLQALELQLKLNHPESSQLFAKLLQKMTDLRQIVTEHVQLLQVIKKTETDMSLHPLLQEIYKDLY
TNAP inh no acc: blocks human TNAP activity with no phosphate acceptor present. AID 1012. 0.26% of 200,000 active. inhibition, % at 20 µM. purified TNAP, CDP-star luminescence, 30 min. P05186;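 active = tissue-nonspecific alkaline phosphatase inhibition above about 50% at 20 µM in the single-dose screen, limit read from the data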;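 also: 0% = DMSO negative control and 100% = EDTA positive control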
PPARg SRC1 recr: promotes SRC-1 coactivator recruitment by human PPARgamma; P37231; 0.41% of 200,000 active; PPARgamma-SRC-1 coactivator recruitment biochemical assay; activation, % at 8 µM; in the data active = activation above about 19%;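 also: 0% = DMSO and 100% = reference agonist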
bIAP inhibitor: intestinal alkaline phosphatase (bovine) inhibition; purified bovine IAP, CDP-star luminescence, 30 min; inhibition, % at 20 µM; 190,000 tested, under 10 active; AID 1019;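 active = over 50% inhibition of intestinal alkaline phosphatase at 20 µM in the single-dose screen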
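System: purified bovine intestinal alkaline phosphatase (IAP) enzyme; Input: IAP diluted 1/65,000,000 in the well; Measured by: CDP-star luminescence signal; Compound dosing: 20 µM single dose; Incubation: 30 min reaction at room temperature.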
HMGR II inh: inhibitors of class II HMG-CoA reductase from Enterococcus faecalis; purified E. faecalis HMGR, NADPH absorbance 340 nm kinetic; 0.41% of 190,000 active; inhibition, % at 10 µM;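 active = inhibition above a set limit, the median over all tested compounds plus 3 SD, cut at about 9.5% in these data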;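 also: enzyme runs in reverse so mevalonate oxidation gives rising NADPH absorbance; 0% = complete reaction with DMSO and 100% = background rate lacking mevalonate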
TR-FRET SRC-2 ct: TR-FRET artefact, counter-screen to PPARgamma/SRC-2 agonist assay; TR-FRET ratio at 8 µM; 0.4% of 200,000 active; stronger effect = higher value; AID 1049; in the data active = TR-FRET ratio above about 2000; also: inactives centre near 1500
TNAP act hiacc: activators of human TNAP at high phosphate acceptor concentration; P05186; purified TNAP, CDP-star luminescence, 1 M DEA, 30 min; stronger effect = higher value; 0 = EDTA background, 1 = DMSO-only activity; activation factor at 20 µM; 200,000 tested, under 10 active; AID 1136;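 active = activation factor at least 2 at 20 µM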
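Assay system: human TNAP; Input: enzyme diluted 1/800 final; Reagent: CDP-star luminogenic substrate at 100 µM final; Timing: 30 min, room temperature; Signal: luminescence; Evaluation: TNAP activation factor scaled between EDTA and DMSO control wells.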
TNAP inh hiacc: blocks human TNAP under high phosphate acceptor concentration; inhibition, % at 20 µM; P05186; 0.03% of 200,000 active; purified TNAP, CDP-star luminescence, 1 M DEA; AID 1135;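 active = over 50% inhibition of tissue-nonspecific alkaline phosphatase at 20 µM in the single-dose screen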;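 also: plate controls were DMSO wells for no effect and EDTA-quenched wells as full inhibition for full effect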
bIAP activator: intestinal alkaline phosphatase (bovine) activation. activation factor at 20 µM. AID 1016. 0.17% of 200,000 active. purified bovine IAP, CDP-star luminescence, 30 min; stronger effect = higher value; fold of DMSO-control signal, blank-subtracted;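 active = activation factor of 2 or more at 20 µM, a signal rise over negative controls twice the positive control's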
PPARg SRC-2 ag: agonists of SRC-2 recruitment by human PPARgamma. AID 1032. PPARgamma LBD-SRC-2 recruitment, biochemical. activation, % at 8 µM. 0.34% of 200,000 active; in the data active = activation above about 22%;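 also: 0% = vehicle and 100% = reference agonist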
* hit, by the source's call.

cpd	Compound	PPARg SRC-3 ag	TNAP inh no acc	PPARg SRC1 recr	bIAP inhibitor	HMGR II inh
1	COC(=O)c1cc(NC(=O)C(C)c2ccc(CC(C)C)cc2)ccc1O (stereo not given)	2	-13	-8	2	1
2	c1ccc(OCc2nc3ccccc3[nH]2)cc1	-10	-18	-3	0	-9
3	O=C(CC1C(=O)NCCN1Cc1cccc(Oc2ccccc2)c1)NCCc1cscn1 (stereo not given)	-1	-11	-4	-17	-3
4	CC1=CCC2COC(c3ccc[n+](Cc4ccccc4)c3)C1C2 (stereo not given)	-4	-4	4	9	-3
5	O=C(CNCC1CCCO1)Nc1ccccc1N1CCOCC1 (stereo not given)	-5	-9	-1	3	-4
6	Cc1cccc(-n2cc(C#N)c(=O)[nH]c2=O)n1	2	-10	1	17	1
7	CC(C)[C@H](NS(=O)(=O)c1ccccc1)C(=O)OCC(=O)Nc1ccc2c(c1)OCO2	-1	-13	3	-14	2
8	Cc1cc2cc(C)c3nnc(SCC(=O)NCc4ccco4)n3c2cc1C	12	-7	-3	-12	-2

cpd	TR-FRET SRC-2 ct	TNAP act hiacc	TNAP inh hiacc	bIAP activator	PPARg SRC-2 ag
1	1454	1.1	-11	1	-1
2	1446	1	0	1	4
3	1713	1	-4	1.2	-3
4	1443	1	4	0.9	-3
5	1516	1.1	-6	1	0
6	1607	1	-3	0.8	1
7	1483	1	-2	1.1	4
8	1493	1	1	1.1	3

More compounds.
cpd	Compound	PPARg SRC-3 ag	TNAP inh no acc	PPARg SRC1 recr	bIAP inhibitor	HMGR II inh
9	O=c1[nH]c(CN2CCN(c3ccc([N+](=O)[O-])cc3)CC2)nc2ccsc12	-1	9	-2	11	1
10	CCN=c1scc(-c2ccc(F)cc2)n1/N=C/c1ccccn1	0	0	0	3	-8
11	CC(C)C[C@H](NC(=O)c1nc[nH]c1C(=O)NC(c1ccccc1)c1ccccc1)C(=O)OCc1ccccc1	3	-7	7	-19	-3
12	O=C(CCCN1C(=O)/C(=C/c2ccccc2)SC1=S)Nc1cccc(O)c1	5	2	5	-22	-7
13	OCCSc1nncn1/N=C/c1c[nH]c2ccccc12	-6	-25	-1	6	-7
14	Cc1ccc(S(=O)(=O)N2CCOCC2)cc1NC(=O)CSc1nc2ccccc2c(=O)n1Cc1ccccc1	1	-17	-6	40	-5
15	Cc1ccc(Cn2ccc(NC(=O)c3cc4nc5c(c(C(F)(F)F)n4n3)CCc3ccccc3-5)n2)cc1	5	-8	-3	2	-7
16	Cc1c(NC(=S)Nc2ccc(Cl)cc2)c(=O)n(-c2ccccc2)n1C	-1	-4	2	11	-7

cpd	TR-FRET SRC-2 ct	TNAP act hiacc	TNAP inh hiacc	bIAP activator	PPARg SRC-2 ag
9	1596	0.9	6	0.9	1
10	1581	1	-2	1	0
11	1640	1.1	-6	1.2	3
12	1573	0.9	7	1.2	6
13	1510	1.1	-10	0.9	0
14	1302	1.1	-6	0.6	-8
15	1386	1	-2	1	2
16	1604	1	-2	0.9	6

Three structures from above, ordered by SMILES length, low to high.
cpd	Compound	PPARg SRC-3 ag	TNAP inh no acc	PPARg SRC1 recr	bIAP inhibitor	HMGR II inh
16	Cc1c(NC(=S)Nc2ccc(Cl)cc2)c(=O)n(-c2ccccc2)n1C	-1	-4	2	11	-7
12	O=C(CCCN1C(=O)/C(=C/c2ccccc2)SC1=S)Nc1cccc(O)c1	5	2	5	-22	-7
9	O=c1[nH]c(CN2CCN(c3ccc([N+](=O)[O-])cc3)CC2)nc2ccsc12	-1	9	-2	11	1

cpd	TR-FRET SRC-2 ct	TNAP act hiacc	TNAP inh hiacc	bIAP activator	PPARg SRC-2 ag
16	1604	1	-2	0.9	6
12	1573	0.9	7	1.2	6
9	1596	0.9	6	0.9	1

Next structures
cpd	Compound	PPARg SRC-3 ag	TNAP inh no acc	PPARg SRC1 recr	bIAP inhibitor	HMGR II inh
17	C/C(N)=C(/C#N)C(=O)COC(=O)COc1ccc(Cl)cc1C	-6	-26	-4	-4	-3
18	COc1ccc(Cc2nn3c(-c4ccccc4OC)nnc3s2)cc1	8	59*	12	3	-7
19	CCOC(=O)c1c(NC(=O)/C=C/C(=O)O)sc(C)c1-c1ccc(C(C)(C)C)cc1	0	-13	-11	13	-5
20	CCOC(=O)/C(C#N)=c1/s/c(=C2\C=Cc3ccccc3N2CC)c(=O)n1CC	-1	27	-5	28	-1
21	O=C(COC(=O)c1cccc(Br)c1)NCCc1ccccc1	4	6	12	0	2
22	COc1ccc(C/C(N)=N/OC(=O)c2cccc([N+](=O)[O-])c2)cc1	2	-8	4	12	2
23	O=C(CSc1nnc(-c2ccccn2)n1Cc1ccco1)Nc1ccc2c(c1)OCO2	0	-9	7	-14	-14
24	COc1ccc(C(=O)N2CCCN(C)CC2)cc1S(=O)(=O)N1CCCc2ccccc21	3	5	4	-15	-2

cpd	TR-FRET SRC-2 ct	TNAP act hiacc	TNAP inh hiacc	bIAP activator	PPARg SRC-2 ag
17	1580	1	-1	1	3
18	1571	1.1	-7	1	8
19	1501	1	-4	0.9	-7
20	1543	0.8	18	0.7	5
21	1515	0.9	5	1	4
22	1834	1.1	-6	0.9	-10
23	1622	1	-4	1.1	-2
24	1576	1	-4	1.2	4

Marked active in TNAP inh no acc, among the entries above:
# | Compound | PPARg SRC-3 ag | TNAP inh no acc | PPARg SRC1 recr | bIAP inhibitor | HMGR II inh | TNAP act hiacc | TNAP inh hiacc | bIAP activator | PPARg SRC-2 ag
18 | COc1ccc(Cc2nn3c(-c4ccccc4OC)nnc3s2)cc1 | 8 | 59* | 12 | 3 | -7 | 1.1 | -7 | 1 | 8

Further entries follow.
cpd	Compound	PPARg SRC-3 ag	TNAP inh no acc	PPARg SRC1 recr	bIAP inhibitor	HMGR II inh
25	C(=N\Nc1nnnn1-c1ccccc1)/c1ccncc1	4	-8	2	8	-3
26	O=C(Nc1cccc2ccccc12)c1cnccn1	3	-4	-2	10	-4
27	O=C1C2CC=CCC2C(=O)N1CC(=O)N(Cc1ccccc1)C1CCS(=O)(=O)C1 (stereo not given)	-6	-6	4	1	-3
28	COc1ccc(C(=O)N/C(=C\c2cccc3ccccc23)C(=O)N2CCN(C)CC2)cc1OC	4	-6	4	-22	-1
29	COc1ccc(N2CCN(C(=S)Nc3cccc(C)c3)CC2)cc1	4	-23	5	-2	-1
30	Cc1nnc(-c2cnn(C)c2N)n1Cc1cccc(Cl)c1	-3	-4	1	2	-2
31	Cc1nc2c(-c3ccc(F)cc3)cnn2c2c1CCC2	2	-11	6	-13	-13
32	Cc1sc(=NC(=O)c2ccco2)n(C)c1-c1ccccc1	-2	-8	-3	-1	-3

cpd	TR-FRET SRC-2 ct	TNAP act hiacc	TNAP inh hiacc	bIAP activator	PPARg SRC-2 ag
25	1340	1	-2	0.9	-3
26	1600	1	-2	0.9	9
27	1209	1	-4	1	2
28	1644	1	-2	1.2	7
29	1661	1.1	-6	1	-1
30	1637	1	0	1	8
31	1578	1.1	-7	1.1	-2
32	1432	1	-3	1	-5

Only PPARg SRC-2 ag, TNAP inh hiacc and PPARg SRC1 recr, for 6 of the compounds above:
no. | Molecule | PPARg SRC-2 ag | TNAP inh hiacc | PPARg SRC1 recr
31 | Cc1nc2c(-c3ccc(F)cc3)cnn2c2c1CCC2 | -2 | -7 | 6
29 | COc1ccc(N2CCN(C(=S)Nc3cccc(C)c3)CC2)cc1 | -1 | -6 | 5
26 | O=C(Nc1cccc2ccccc12)c1cnccn1 | 9 | -2 | -2
25 | C(=N\Nc1nnnn1-c1ccccc1)/c1ccncc1 | -3 | -2 | 2
30 | Cc1nnc(-c2cnn(C)c2N)n1Cc1cccc(Cl)c1 | 8 | 0 | 1
27 | O=C1C2CC=CCC2C(=O)N1CC(=O)N(Cc1ccccc1)C1CCS(=O)(=O)C1 (stereo not given) | 2 | -4 | 4

(cont.)
cpd	Compound	PPARg SRC-3 ag	TNAP inh no acc	PPARg SRC1 recr	bIAP inhibitor	HMGR II inh
33	CCCNC(=S)Nc1ccc(Cl)cc1C	0	-5	-2	0	-4
34	C=CCNC(=O)Nc1ccc(Br)cc1Cl	-1	-9	-3	2	-2
35	CCc1ccc(CSc2nccn2-c2ccccc2)cc1	-2	0	-9	10	-1
36	CCN(CC)C(=O)C1CCCN(c2ccc([N+](=O)[O-])cc2/C=N/NC(=O)c2cccc(Br)c2)C1 (stereo not given)	0	-2	4	-2	-2
37	CC(C)(C)OC(=O)N1CCC[C@H]1c1nnc(SCc2ccccc2F)o1	10	-13	1	-7	-21
38	Cc1ccc[n+](C(C)C(=O)c2ccc(-c3ccccc3)cc2)c1 (stereo not given)	2	-8	9	7	-3
39	Cc1nn(Cc2ccc([N+](=O)[O-])cc2)c(=O)n1-c1c(F)cccc1F	2	-5	-7	6	4
40	CCCOc1ccc(N2C(=O)CC(SC(=N)N3N=C(c4ccccc4)CC3c3ccccc3)C2=O)cc1 (stereo not given)	-2	-2	-2	3	-2
41	C=CC(c1ccccc1)C(C(=O)c1ccccc1)N(C)C (stereo not given)	2	-21	8	6	1
42	O=c1c2c(n3cnnc3n1-c1ccccc1)-c1ccccc1CC21CCCCC1	9	-1	3	0	6

cpd	TR-FRET SRC-2 ct	TNAP act hiacc	TNAP inh hiacc	bIAP activator	PPARg SRC-2 ag
33	1685	1	-4	1	-3
34	1507	1	-3	1	0
35	1432	1.1	-6	0.9	-2
36	1410	1	-3	1	0
37	1414	1.1	-8	1.1	3
38	1510	1.1	-8	0.9	-2
39	1493	1	0	0.9	-5
40	1560	1	-1	1	1
41	1754	1.1	-5	0.9	6
42	1436	1	-1	1	6

The order is random; about 1.6% have a hit in one of these screens.
